Source: PubChem
PAFAH1B3 inh: PAFAH1B3 (human) inhibition; Q15102; recombinant PAFAH1B3, FP-rhodamine probe, fluorescence polarization; inhibition, % at 3.39 µM; 0.28% of 340,000 active;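 active = inhibition above the screen-wide average of all tested compounds plus 3 SD, cut at about 25% in these data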;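 note: 0% = enzyme with DMSO only and 100% = wells lacking PAFAH1B3 protein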
Target sequence (Q15102 whole entry, looked up): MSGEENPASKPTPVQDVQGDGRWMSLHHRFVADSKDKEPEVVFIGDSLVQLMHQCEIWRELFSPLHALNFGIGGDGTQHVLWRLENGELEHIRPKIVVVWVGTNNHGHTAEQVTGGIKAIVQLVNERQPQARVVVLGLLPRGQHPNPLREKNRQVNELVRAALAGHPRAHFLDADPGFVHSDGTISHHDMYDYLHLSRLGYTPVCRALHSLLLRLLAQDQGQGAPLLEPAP
pPAFAH FP inh: inhibitors of human plasma PAF acetylhydrolase (pPAFAH); Q13093; recombinant pPAFAH, FP-rhodamine probe fluorescence polarization; inhibition, % at 3.39 µM; 1.5% of 330,000 active; AID 463082;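 active = inhibition above the mean inhibition across the screen plus 3 SD, cut at about 25% in these data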;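 note: inhibitors block binding of the rhodamine activity-based probe so polarization drops; 0% = enzyme with DMSO and 100% = wells lacking pPAFAH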
LYPLA1 inh: blocks human lysophospholipase 1, a PME1 counter-screen. O75608. AID 2174. 0.16% of 320,000 active. recombinant LYPLA1, FP-Rh probe fluorescence polarization. inhibition, % at 5.9 µM;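 active = inhibition above the mean of all tested compounds plus 3 SD, set per campaign, cut at about 14% in these data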;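 note: inhibitors block serine hydrolase probe labeling of LYPLA1 so polarization falls; 0% = enzyme with DMSO and 100% = wells lacking LYPLA1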
PAFAH1B2 inh: inhibitors of human PAFAH1B2. recombinant PAFAH1B2, FP-rhodamine activity probe, fluorescence polarization. inhibition, % at 3.39 µM. 1.2% of 340,000 active. AID 492953;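 active = inhibition above the mean of all tested compounds plus 3 SD, cut at about 24% in these data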;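 note: 0% = enzyme with DMSO and 100% = wells lacking PAFAH1B2; many of its hits are not listed in these tables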
Target sequence (P68402 whole entry, looked up): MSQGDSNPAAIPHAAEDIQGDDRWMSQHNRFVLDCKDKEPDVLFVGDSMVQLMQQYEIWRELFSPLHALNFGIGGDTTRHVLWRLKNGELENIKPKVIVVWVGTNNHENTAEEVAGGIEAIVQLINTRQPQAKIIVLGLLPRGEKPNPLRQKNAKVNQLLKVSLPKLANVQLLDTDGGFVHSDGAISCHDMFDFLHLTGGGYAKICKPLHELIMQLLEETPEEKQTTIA
PAFAH2 inh: PAFAH2 (human) inhibition; Q99487; recombinant PAFAH2, FP-rhodamine activity probe, fluorescence polarization; inhibition, % at 3.39 µM; 0.99% of 340,000 active;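 active = inhibition above the mean over all tested compounds plus 3 SD, cut at about 30% in these data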;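 note: inhibitors block probe labeling of enzyme so polarization drops; 0% = enzyme with DMSO and 100% = wells lacking PAFAH2 protein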
PME-1 primary: blocks human protein phosphatase methylesterase 1 | AID 2130 | 0.53% of 320,000 active | inhibition, % at 5.9 µM | recombinant PME-1, FP-Rh probe fluorescence polarization;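 active = inhibition above the campaign mean of all compounds plus 3 SD, cut at about 26% in these data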;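 note: competitive labeling of PME-1 active site by serine hydrolase directed probe; 0% = PME-1 with DMSO and 100% = wells lacking PME-1 enzyme; inhibitors block probe labeling so polarization falls and inhibition rises; many of its hits are not listed in these tables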
PAD4 inh: blocks human protein arginine deiminase 4. Q9UM07. recombinant PAD4, RCA probe fluorescence polarization. inhibition, % at 6.36 µM. 0.41% of 330,000 active. AID 485272;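 active = percent inhibition above a cutoff equal to the mean of all tested compounds plus 3 SD, cut at about 15% in these data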;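 note: 0% = PAD4 with RCA probe and DMSO and 100% = probe without PAD4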
GSTO1 counter: blocks human GSTO1 in RBBP9 counter-screen | P78417 | recombinant GSTO1, activity-based probe fluorescence polarization | inhibition, % at 5.96 µM | 1.1% of 300,000 active;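 active = inhibition above the campaign mean inhibition plus 3 SD, cut at about 35% in these data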;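 note: 0% = GSTO1-1 with DMSO and 100% = wells lacking GSTO1-1 enzyme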
Target sequence (P78417 whole entry, looked up): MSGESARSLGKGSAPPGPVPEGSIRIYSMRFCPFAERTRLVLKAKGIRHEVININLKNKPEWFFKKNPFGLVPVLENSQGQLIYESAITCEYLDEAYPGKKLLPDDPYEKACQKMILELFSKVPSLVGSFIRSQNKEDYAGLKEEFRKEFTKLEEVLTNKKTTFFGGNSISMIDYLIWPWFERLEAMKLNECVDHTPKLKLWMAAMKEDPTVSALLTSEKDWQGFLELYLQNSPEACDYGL
LYPLA2 inh: blocks human lysophospholipase 2, a PME1 counter-screen; O95372; recombinant LYPLA2, FP-Rh probe fluorescence polarization; inhibition, % at 5.9 µM; 0.38% of 320,000 active;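 active = inhibition above the screen-wide mean plus 3 SD, limit set per campaign, cut at about 26% in these data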;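 note: 0% = LYPLA2 with DMSO and 100% = wells lacking LYPLA2 enzyme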
Target sequence (O95372 whole entry, looked up): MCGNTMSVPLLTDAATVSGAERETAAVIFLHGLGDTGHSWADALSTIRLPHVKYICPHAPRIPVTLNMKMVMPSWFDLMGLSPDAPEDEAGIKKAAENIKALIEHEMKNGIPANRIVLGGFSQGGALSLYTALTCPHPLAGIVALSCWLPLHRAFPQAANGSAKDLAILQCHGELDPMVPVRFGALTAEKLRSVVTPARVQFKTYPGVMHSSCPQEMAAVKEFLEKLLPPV
Active calls of the source: *; . = not tested or not shown. Only part of the results is shown; count on the stated rates, not on these rows.

no.	structure	PAFAH1B3 inh	pPAFAH FP inh	LYPLA1 inh	PAFAH1B2 inh	PAFAH2 inh
1	O=C(OCCCN1C(=O)c2ccccc2C1=O)c1ccco1	1	8	-1	1	-2
2	COc1cccc(N(C(=O)c2nc3nccc(C)n3n2)c2nc3ccccc3s2)c1	-6	3	-3	3	-5
3	COc1cc(CNCc2ccccn2)ccc1OCC(N)=O	-1	-5	4	7	4
4	CC(C)CN(C(=O)COC(=O)C1c2ccccc2Oc2ccccc21)C1CCS(=O)(=O)C1 (stereo not given)	2	1	2	5	8
5	Cc1cc(Cl)ccc1NC(=O)c1ccc2c(c1)OCO2	9	-1	0	0	-4
6	O=C(NNC1=NCCC1)c1cccc(S(=O)(=O)N2CCCCC2)c1	-5	3	-1	3	-3
7	COC(=O)c1ccc(-c2noc(CN3CCCCC3c3nccn3C)n2)cc1 (stereo not given)	-1	-2	-2	3	0
8	O=C(Nc1ccnn1C1CCN(Cc2ccn[nH]2)CC1)c1ccccc1	2	0	2	0	-10
9	COc1cc(OC)cc(-c2nc3ccccc3c(=O)n2OC(=O)c2ccc(C)c(C)c2)c1	-3	-2	-3	1	-3
10	O=C(NCCCN=C1NS(=O)(=O)c2ccccc21)c1ccc(F)cc1	12	-2	0	1	-4
11	CCCN1CCC(=O)N([C@H](COc2ccccc2)Cc2ccccc2)CC1	-1	2	3	-9	-8
12	O=C(Nc1ccc2c(c1)OCO2)N1CCN(C/C=C/c2ccccc2)CC1	-1	4	2	-2	3

no.	PME-1 primary	PAD4 inh	GSTO1 counter	LYPLA2 inh
1	-1	4	-9	3
2	-3	-5	-3	-2
3	1	-1	2	2
4	3	2	14	12
5	-5	-6	2	3
6	1	-2	2	-1
7	-2	2	9	-4
8	-7	-3	-3	-3
9	-6	-2	-16	-8
10	8	-4	5	1
11	0	-2	7	0
12	3	-4	-2	6

The list goes on:
no.	structure	PAFAH1B3 inh	pPAFAH FP inh	LYPLA1 inh	PAFAH1B2 inh	PAFAH2 inh
13	O=C(O)Cc1ccc(O)cc1	8	2	-3	2	5
14	COc1ccc(S(=O)(=O)NCC(=O)Nc2ccc3c(c2)OCCO3)cc1OC	-4	-1	6	1	5
15	C[C@H](CO)N1C[C@H](C)[C@@H](CN(C)C(=O)Nc2ccccc2)Oc2ccc(NC(=O)CCC(F)(F)F)cc2C1=O	14	2	.	4	6
16	O=C(CCNS(=O)(=O)c1ccc(OC(F)(F)F)cc1)NCCc1c[nH]c2ccccc12	7	19	3	16	2
17	CCCNC(=O)CCNC(=O)[C@H](O)C(C)(C)CO	4	4	.	-2	3
18	COc1cc(C)c(C(=O)Oc2cc(C)c(C(=O)O)c(O)c2C)c(OC)c1C	1	12	1	-3	1
19	CCOC(=O)C(C)/C(C)=N/NC(=O)c1cc2ccccc2cc1O (stereo not given)	4	46*	-11	2	4
20	CCOC(=O)N1CCC(NC(=O)CS(=O)Cc2nc(-c3ccccc3C)oc2C)CC1 (stereo not given)	6	5	0	6	1
21	CC(C)(C)C(=O)Cn1ncc(NC2CC2)c(Br)c1=O	4	0	1	3	-1
22	Cn1ccnc1SCc1cn2ccccc2n1	7	4	-1	-2	-10
23	CCc1cc[n+](/C(C(=S)Nc2cccc(C)c2)=C(/[O-])c2ccc(C)c([N+](=O)[O-])c2)cc1	3	0	4	-3	-6
24	O=C(C[C@H]1C(=O)N(c2ccc(F)c(F)c2)C[C@@H]1Cc1ccccc1)Nc1ccccc1	2	5	-13	0	-3

no.	PME-1 primary	PAD4 inh	GSTO1 counter	LYPLA2 inh
13	-3	3	-1	3
14	0	2	4	8
15	.	0	.	.
16	6	7	.	5
17	.	-3	.	.
18	4	-4	-1	5
19	8	3	-9	-7
20	6	-3	4	0
21	-3	-1	-4	-8
22	-6	1	-4	-2
23	0	-1	1	1
24	-17	-1	-3	-23

Other compounds follow:
no.	structure	PAFAH1B3 inh	pPAFAH FP inh	LYPLA1 inh	PAFAH1B2 inh	PAFAH2 inh
25	CCS(=O)(=O)N1CCN(C(=O)c2ccco2)CC1	1	-4	-3	-4	8
26	CCCn1c(CN2CCN(C(=O)OCC)CC2)nc2cc(NC(=O)CC)ccc21	10	6	-1	6	4
27	Cc1ccc2oc(=O)c3cc(C(=O)NCCCN4CC(C)CC(C)C4)sc3c2c1 (stereo not given)	-2	-1	-3	0	4
28	O=C(Nc1cnn(Cc2ccc(F)cc2)c1)c1cc(-c2ccco2)on1	1	5	2	3	-1
29	O=C(O)c1cc(S(=O)(=O)N2CCCCCC2)c(Cl)cc1Cl	8	-2	-1	24*	14
30	CN(C)C(=S)Nn1c(-c2ccccc2)nc2ccccc2c1=O	1	0	3	2	4
31	CCc1c(C)nc2c(-c3ccccc3)c[nH]n2c1=O	11	6	-1	3	2
32	Cc1ccc(N2C(=O)Nc3ccc(Br)cc3C2(O)C(=O)NCCN(C)C)cc1C (stereo not given)	3	0	-2	6	5
33	Cc1cccn2c(=O)c3cc(C(=O)N(C)C)n(C)c3nc12	5	8	-1	4	17
34	COc1ccc(C(C(=O)OC(C)CN(C)C)c2ccccc2)cc1 (stereo not given)	10	-4	0	-1	5
35	CCN(CC)CCN1C(=O)C(=O)/C(=C(/O)c2ccccc2)C1c1ccccc1F (stereo not given)	0	0	-2	0	10
36	CC(=O)C1=C(O)C(=O)N(c2ccc(O)cc2)C1c1ccc(C)cc1 (stereo not given)	6	3	-8	-3	9

no.	PME-1 primary	PAD4 inh	GSTO1 counter	LYPLA2 inh
25	-1	2	1	-2
26	3	15*	10	-4
27	-4	-2	3	-2
28	1	3	-27	7
29	4	0	3	-5
30	4	-4	5	1
31	-1	-1	0	-4
32	-2	4	1	-5
33	3	-7	-2	-1
34	1	-1	4	6
35	2	5	6	0
36	2	-3	-4	-10

(list continues)
no.	structure	PAFAH1B3 inh	pPAFAH FP inh	LYPLA1 inh	PAFAH1B2 inh	PAFAH2 inh
37	Cc1nc(C(C)NC(=O)CCc2nnc(Cc3c[nH]c4ccccc34)o2)cs1 (stereo not given)	4	6	-2	0	11
38	CCCCc1ccc(CC(=O)O)cc1	2	3	0	6	0
39	CC(=O)c1ccc(N2CCN(C(=S)Nc3ccccc3)CC2)cc1	-1	1	1	7	-8
40	O=C(Nc1ccc(S(=O)(=O)NCC2CCCO2)cc1)c1ccc(Cl)cc1[N+](=O)[O-] (stereo not given)	0	0	-1	-3	8
41	Cc1cc(-c2ccco2)n(CC(=O)NCc2ccco2)n1	-3	0	5	5	-4
42	CCCOc1ccc(C(=O)Nc2nc(C)c(Cc3ccc4c(c3)OCO4)s2)cc1	-4	4	-5	1	-2
43	CCNc1cc2oc(=O)c(CN3CCOCC3)c(C)c2cc1C	12	-3	-2	1	2
44	COc1ccc(S(=O)(=O)N2CCCCCC2)cc1C(=O)OCC(=O)NC(N)=O	-3	-1	-2	14	10
45	O=S(=O)(c1cc(C(F)(F)F)ccc1Cl)N1CCN(c2ccccn2)CC1	-7	3	4	0	11
46	CC1(OCON)CCCc2ccccc21 (stereo not given)	-13	-10	1	4	8
47	O=C(CNC(=O)c1n[nH]c2ccccc12)Nc1ccc(F)c(F)c1F	5	-1	.	-4	-4
48	Cc1ccc(NC(=O)C2=CCN(S(=O)(=O)c3ccc(F)cc3)CC2)c(C)c1	11	4	1	5	6

no.	PME-1 primary	PAD4 inh	GSTO1 counter	LYPLA2 inh
37	-3	-4	7	-5
38	-7	1	5	4
39	-4	-3	-4	10
40	-7	-3	9	-2
41	-5	0	2	3
42	-16	0	-2	0
43	-3	2	5	1
44	-1	-1	-9	2
45	18	8	16	2
46	-5	11	0	-8
47	.	-3	.	.
48	1	3	12	0

(list continues)
no.	structure	PAFAH1B3 inh	pPAFAH FP inh	LYPLA1 inh	PAFAH1B2 inh	PAFAH2 inh
49	CCCCNC(=O)CC(NS(=O)(=O)c1ccc(C)cc1)c1ccco1 (stereo not given)	16	4	2	8	3
50	COC(=O)c1cccc(NC(=S)Nc2cc(Cl)ccc2OC)c1	11	2	-3	0	-6
51	Cc1cccc(/C=C2/SC(=O)N(Cc3ccccc3Cl)C2=O)n1	5	5	-4	0	0
52	COc1ccc(S(=O)(=O)N(CC(=O)Nc2ccc3c(c2)OCO3)c2ccccc2OC)cc1	6	5	3	-1	2
53	COc1cc(/C=N/N2C(=O)C3C4C=CC(CC4)C3C2=O)ccc1O (stereo not given)	.	0	0	.	.
54	Cc1ccc(N2C(=N)/C(=C3/Nc4ccccc4S3)C(c3ccccc3)C2=O)cc1 (stereo not given)	11	2	-6	9	14

no.	PME-1 primary	PAD4 inh	GSTO1 counter	LYPLA2 inh
49	0	-1	0	0
50	-2	-1	10	-2
51	2	2	8	3
52	1	-3	4	4
53	-1	-4	1	10
54	-2	-1	3	-3

From no. 49 to 50, as listed above:
no.	structure	PAFAH1B3 inh	pPAFAH FP inh	LYPLA1 inh	PAFAH1B2 inh	PAFAH2 inh
49	CCCCNC(=O)CC(NS(=O)(=O)c1ccc(C)cc1)c1ccco1 (stereo not given)	16	4	2	8	3
50	COC(=O)c1cccc(NC(=S)Nc2cc(Cl)ccc2OC)c1	11	2	-3	0	-6

no.	PME-1 primary	PAD4 inh	GSTO1 counter	LYPLA2 inh
49	0	-1	0	0
50	-2	-1	10	-2

Full records from above:
Record of Cc1ccc(N2C(=N)/C(=C3/Nc4ccccc4S3)C(c3ccccc3)C2=O)cc1 (stereo not given) = PAFAH1B3 inh: 11; pPAFAH FP inh: 2; LYPLA1 inh: -6; PAFAH1B2 inh: 9; PAFAH2 inh: 14; PME-1 primary: -2; PAD4 inh: -1; GSTO1 counter: 3; LYPLA2 inh: -3
Record of COC(=O)c1cccc(NC(=S)Nc2cc(Cl)ccc2OC)c1 = PAFAH1B3 inh: 11; pPAFAH FP inh: 2; LYPLA1 inh: -3; PAFAH1B2 inh: 0; PAFAH2 inh: -6; PME-1 primary: -2; PAD4 inh: -1; GSTO1 counter: 10; LYPLA2 inh: -2
Record of COc1cc(/C=N/N2C(=O)C3C4C=CC(CC4)C3C2=O)ccc1O (stereo not given) = PAFAH1B3 inh: .; pPAFAH FP inh: 0; LYPLA1 inh: 0; PAFAH1B2 inh: .; PAFAH2 inh: .; PME-1 primary: -1; PAD4 inh: -4; GSTO1 counter: 1; LYPLA2 inh: 10
